BRCA1 expr act: qHTS Assay to Identify Small Molecule Activators of BRCA1 Expression; MCF7-BRCA1-FFLuc reporter, luminescence, 48 h; response scale: scaled: vehicle 0%, 10 µM genistein 100%; Potency, µM (series often up to 46.1 µM), for inactives: at the highest dose activation, most hits filed as activators; hit rate 1.1% among 380,000; note: potency is the fitted concentration of half-maximal effect; nearly all actives have a fitted effect of over 80% in size; some results filed as inactive show a strong effect at the top dose
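MCF7-BRCA1-FFLuc, 2000 cells/well; 2 h attach, 37 °C/5% CO2; compound 48 h; luciferase substrate 15 min; luminescence end-point. Norm. to genistein 10 microM max activation and DMSO; concentration-response curves fitted.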
FLuc counter: qHTS profiling assay for firefly luciferase inhibitor/activator using purifed enzyme and Km concentrations of substrates (counterscreen for miR-21 project). purified FLuc, Km substrates, luminescence inhibition. Luciferin 4-monooxygenase (Photinus pyralis), P08659. hit rate 6.9% among 360,000. Potency, µM (top dose mostly 57.5 µM), inactives show top-dose activity change, negative = inhibition, most hits filed as inhibitors;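 note: potency is the fitted concentration of half-maximal effect; plate controls were vehicle for no effect and reference inhibitor for full effect; nearly all actives have a fitted effect of over 55% in size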
Target sequence (P08659 whole entry, looked up): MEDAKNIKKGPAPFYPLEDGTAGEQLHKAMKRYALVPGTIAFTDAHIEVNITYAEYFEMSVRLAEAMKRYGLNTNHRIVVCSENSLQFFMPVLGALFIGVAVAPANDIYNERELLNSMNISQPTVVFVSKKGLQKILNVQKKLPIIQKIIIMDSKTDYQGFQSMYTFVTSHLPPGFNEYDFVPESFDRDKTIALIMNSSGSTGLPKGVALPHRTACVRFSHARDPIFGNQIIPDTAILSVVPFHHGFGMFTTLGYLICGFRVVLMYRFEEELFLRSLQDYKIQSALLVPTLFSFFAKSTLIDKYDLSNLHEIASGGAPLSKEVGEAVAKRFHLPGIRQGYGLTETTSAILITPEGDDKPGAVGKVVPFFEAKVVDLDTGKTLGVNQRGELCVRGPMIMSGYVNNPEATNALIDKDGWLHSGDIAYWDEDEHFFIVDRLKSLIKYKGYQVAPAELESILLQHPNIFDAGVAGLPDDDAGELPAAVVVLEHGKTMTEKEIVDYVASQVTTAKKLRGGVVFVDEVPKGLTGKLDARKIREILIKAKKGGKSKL
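Purified P. pyralis luciferase (10nM final) with 10uM D-luciferin and 10uM ATP (Km levels) in 50mM Tris acetate pH 7.5, 10mM Mg acetate, 0.01% Tween-20, 0.05% BSA; qHTS 6-point titration, ~60 µM downward; luminescence read.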
ELG1 genotoxic: qHTS screen for small molecules that induce genotoxicity in human embryonic kidney (HEK293T) cells expressing luciferase-tagged ELG1 | HEK293T ELG1-luciferase reporter, luminescence, 16 h | Potency, µM (series often up to 46 µM), for inactives: at the highest dose activity change, positive = activation, usual class: activators | hit rate 1.3% among 330,000 | AID 504466, 2011; note: potency is the fitted concentration of half-maximal effect; % of control where 0% means no effect; nearly all actives have a fitted effect of over 60% in size
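16 hr compound incubation (37 °C, 5% CO2) of HEK293T cells carrying luciferase-tagged ELG1; luciferase then measured by ONE-Glo luminescence after 30 min at RT.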
Gal4-VP16 FLuc: VP16 counterscreen qHTS for inhibitors of ROR gamma transcriptional activity; Potency, µM (series often up to 53.6 µM), without a hit: top-dose activity, negative = inhibition, actives largely listed as inhibitors; Drosophila S2 Gal4-VP16 UAS-luciferase, luminescence, 20 h; hit rate 3.5% among 310,000;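 note: Gal4-VP16 expression switched on by copper sulfate through the metallothionein promoter; potency is the fitted concentration of half-maximal effect; % is set by controls: 0 for no effect and ±100 for the full control effect; nearly all actives have a fitted effect of over 50% in size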
p53 reactivation: qHTS assay for re-activators of p53 using a Luc reporter; hit rate 0.063% among 320,000; Potency, µM (titrated, usually from 92.2 µM), for inactives: top-dose activity change, positive = activation, usual class: activators; H1299 p53-A138V BP100-luciferase reporter, luminescence, 24 h; AID 504706, 2011; note: potency is the fitted concentration of half-maximal effect; % of control where 0% means no effect; nearly all actives have a fitted effect of over 45% in size
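p53-null H1299 cells stably carrying temperature-sensitive p53-A138V and a BP100-luciferase reporter were pinned with compounds (4-point, 1:5 series) and held 24 hrs at 37 deg C. Luminescence was read 10 min after detection reagent.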
Menin-MLL TR inh: qHTS Assay for Inhibitors Targeting the Menin-MLL Interaction in MLL Related Leukemias: Competition With Texas Red Labeled MLL-derived Mutant Peptide; Potency, µM (top dose mostly 61.6 µM), inactives show at the highest dose FP activity change, negative = inhibition, hits mostly inhibitors; hit rate 0.23% among 270,000; Menin + Texas Red MLL mutant peptide, fluorescence polarization; active = well fitted inhibition curve with a large enough effect in the polarisation, with a control signal flat, not every such curve was filed as active; inconclusive = small, poorly fitted or top-dose-only effect, or effect the other way, or a change in a side signal; inactive = no such curve, though single readings can be large or run the other way; the % refers to the polarisation; note: potency is the fitted concentration of half-maximal effect; % of control where 0% means no effect; many of its hits are not listed in these tables
PKM2 activator: qHTS Assay for Activators of Human Muscle isoform 2 Pyruvate Kinase; hit rate 0.34% among 260,000; AID 1631, 2009; Potency, µM (series often up to 57.5 µM), for inactives: at the top dose activation, actives largely listed as activators; purified PKM2, Kinase-Glo ATP luminescence, activation; response scale: 0% is enzyme alone, no compound; note: potency is the fitted concentration of half-maximal effect; % is set by controls: 0 for no effect and ±100 for the full control effect; nearly all actives have a fitted effect of over 55% in size
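Purified hPK-M2 (>95%) run at intermediate activity with 0.1 mM ADP and 0.5 mM PEP in 50 mM imidazole pH 7.2, KCl, MgCl2; 1 h room temperature. ATP formed read by Kinase-Glo luminescence; normalized to uninhibited and no-enzyme controls.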
Rab9 promoter act: qHTS Assay for Rab9 Promoter Activators; Huh7 Rab9 promoter-luciferase reporter, luminescence, 24 h; Potency, µM (top dose mostly 9.22 µM), without a hit: at the highest dose activation, negative = inhibition, usual class: activators; hit rate 2.8% among 320,000; AID 485297, 2010; note: potency is the fitted concentration of half-maximal effect; % of control where 0% means no effect; nearly all actives have a fitted effect of over 60% in size
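Huh7 cells stably carrying a Rab9 promoter-luciferase reporter, 1500 cells per well in OP-MEM I with 10% FBS, treated with compound 24 hours at 37C. Luciferase activity read by luminescence after 10 minutes with Amplite reagent.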
Giardia kill: Small Molecules that selectively kill Giardia lamblia: qHTS. Giardia lamblia trophozoite viability. activity change, % at 7.66 µM, hits read low. hit rate 0.15% among 340,000. AID 540267, 2011; in the data active = activity change below about -80%; inconclusive = between about -30% and that limit;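 note: parasites exposed to compound for two days anaerobically before the ATP read; % is set by controls: 0 for no effect and ±100 for the full control effect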
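ATP-content bioluminescence gauges trophozoite survival. Cells (100/well) receive compound and incubate anaerobically for 48 hrs at 37 deg C; detection reagent follows for 15-30 min at room temperature.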
NPC1 promoter act: qHTS Assay for NPC1 Promoter Activators | AID 485313, 2010 | Huh7 NPC1 promoter luciferase reporter, 24 h | Potency, µM (titrated, usually from 9.22 µM), without a hit: top-dose activation, hits mostly activators | hit rate 2.4% among 320,000;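 note: potency is the fitted concentration of half-maximal effect; % of control where 0% means no effect; nearly all actives have a fitted effect of over 60% in size; reporter is driven by a mutant NPC1 promoter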
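Cells: Huh7 expressing luciferase under the NPC1 promoter, 1500/well. Seeded 2 h, compound added, incubated 24 h at 37 °C. Luciferase reagent, 10 min ambient, then luminescence.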
RORgamma inh: qHTS for inhibitors of ROR gamma transcriptional activity | Nuclear receptor ROR-gamma (Mus musculus), P51450 | Drosophila S2 Gal4-RORgamma UAS-luciferase reporter, 20 h | Potency, µM (series often up to 53.6 µM), without a hit: at the top dose activity change, negative = inhibition, actives largely listed as inhibitors | hit rate 5.4% among 310,000 | AID 2551, 2010; note: potency is the fitted concentration of half-maximal effect; % is set by controls: 0 for no effect and ±100 for the full control effect; nearly all actives have a fitted effect of over 60% in size
Target sequence (P51450 whole entry, looked up, the tested form may be a part): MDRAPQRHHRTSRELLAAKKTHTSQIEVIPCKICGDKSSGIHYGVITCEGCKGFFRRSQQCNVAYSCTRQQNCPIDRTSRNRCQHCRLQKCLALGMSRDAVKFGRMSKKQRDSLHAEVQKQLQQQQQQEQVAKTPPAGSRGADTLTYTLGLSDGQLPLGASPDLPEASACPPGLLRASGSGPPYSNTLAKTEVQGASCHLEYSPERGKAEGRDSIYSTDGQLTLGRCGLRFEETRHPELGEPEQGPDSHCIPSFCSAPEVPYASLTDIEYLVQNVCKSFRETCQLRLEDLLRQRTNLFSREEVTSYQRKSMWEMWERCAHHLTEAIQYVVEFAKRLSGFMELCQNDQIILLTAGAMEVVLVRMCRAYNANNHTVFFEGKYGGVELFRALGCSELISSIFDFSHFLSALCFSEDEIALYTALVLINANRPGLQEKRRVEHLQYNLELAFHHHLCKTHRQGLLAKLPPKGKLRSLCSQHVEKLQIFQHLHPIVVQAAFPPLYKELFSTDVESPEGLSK
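Stable Schneider cell line, Gal4 DNA-binding domain fused to ROR gamma, UAS-luciferase. Cmpd 1 hr RT → CuSO4 700 uM final → 20 hr RT → luciferase reagent 10 min → luminescence.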
Numbers without * were called inactive; ? = inconclusive; . = no result given; [ ] = another dose, or the depositor's remark. Unless noted, calls come from the whole dose curve; as a rule, active = well fitted curve in the direction sought with a large enough effect; inconclusive = small, poorly fitted or top-dose-only effect, or another doubt; inactive = no such curve, though single readings can be large; an effect the other way counts as inactive or inconclusive.

SMILES	BRCA1 expr act	FLuc counter	ELG1 genotoxic	Gal4-VP16 FLuc	p53 reactivation	Menin-MLL TR inh	PKM2 activator	Rab9 promoter act	Giardia kill	NPC1 promoter act	RORgamma inh
O=C(CCCN1C(=O)NC2(CCCC2)C1=O)Nc1cccc(S(=O)(=O)N2CCOCC2)c1	-1%	1%	1%	.	-1%	.	.	2%	0	4%	.
CC(NCCCOc1cccc2ccccc12)c1ccccc1 (stereo not drawn)	-86%	-1%	-8%	-19%	.	2%	0%	-3%	-9	-5%	-17%[1.91 µM]
O=C(OCc1ccccc1)/C(=C/c1cccc([N+](=O)[O-])c1)NC(=O)c1ccco1	-9%	-2%	-1%	.	.	-4%	5%	0%	-2	1%	.
CCC(C)N(C(=O)Cn1c(=O)cnc2ccccc21)C1CCS(=O)(=O)C1 (stereo not drawn)	-24%	5%	2%	.	12%	.	.	-3%	-16	-3%	.
Cc1cc2oc(=O)cc(CN(C)Cc3cccc(F)c3)c2cc1Cl	37%	-6%	3%	-2%	13%	?	.	-4%[1.84 µM]	9	1%	1%
CCOC(=O)c1ccc(N/N=C/c2cc(Br)cc([N+](=O)[O-])c2O)cc1	33%	1.2µM*	-13%	-1%[10 µM]	0%	?	2%	0%	-4	-3%	-9%
CCC(OC(=O)c1ccco1)C(=O)NC1CCCC1 (stereo not drawn)	-2%	2%	1%	0%	2%	2%	-7%	10%	-9	0%	-12%
CCC1(CC)NC(=O)N(CC(=O)Nc2ccc(S(=O)(=O)N3CCOCC3)cc2)C1=O	14%	5%	-5%	-11%	-2%	-8%	8%	1%	10	1%	24%
CC(C)C(C)NC(=O)CN1C(=O)NC2(CCCc3ccccc32)C1=O (stereo not drawn)	30%	-8%	3%	6%	-6%	0%	1%	-1%	2	0%	6%
CC(C)NC(=O)CC1C(=O)NCCN1CC(c1ccccc1)c1ccccc1 (stereo not drawn)	3%	0%	0%	7%	-1%	1%	3%	1%	-3	2%	4%
CC(C)CN(C(=O)c1ccc(C(F)(F)F)cc1)c1c(N)n(CC(C)C)c(=O)[nH]c1=O	-2%	2%	1%	-5%	0%	-6%	0%	3%	-23	-1%	-2%
CCCCn1c(-c2cccc3ccccc23)nc2cc3[nH]c(=O)c(C(C)C)nc3cc21	-39%	1%	-4%	-4%	5%	?	-2%	-4%	-12	-5%	3%
CCOc1ncccc1C(=O)OCc1ccc(C(=O)OC)o1	10%	-8%	-4%	-1%	-6%	14%	-8%	-3%	0	-1%	-3%
CCOC(=O)/C(C#N)=C/c1cn(CCC(=O)O)nc1-c1ccc(F)cc1	-2%	-11%	0%	4%	0%	5%	-6%	-4%	-15	3%	8%
CCOC(=O)C1CCN(C(=O)CCc2nnc3ccc(NCCCN4CCCC4=O)nn23)CC1	14%	0%	2%	1%	4%	5%	-2%	-3%	12	2%	-2%
Cc1ccc(NC(=S)N(Cc2ccc(Cl)cc2)Cc2ccc(C(=O)O)cc2)cc1Cl	-7%	-6%	-3%	2%	-1%	?	3%	2%	-14	2%	41%
CNC(=O)NC(=O)C(C)OC(=O)CCCSc1nc2ccccc2s1 (stereo not drawn)	-52%	?	-4%	4.5µM*	-21%	-9%	13%	-4%	8	-1%	7.1µM*
COc1ccc2nc(Nc3nc(CSc4nc5ccccc5[nH]4)cc(=O)[nH]3)nc(C)c2c1	-75%	?	-7%	5µM*	40µM*	4%	-5%	-23%	15	-5%	5.6µM*
CCOC(=O)/C(C#N)=C/c1c(OCC)n(CC)c2ccccc12	-17%	3%	-8%	3%	-4%	5%	0%	-1%	-5	-2%	-1%
COc1cc(/C=N/NC(=O)C[n+]2ccccc2)cc(OC)c1OC(C)=O	-2%	-2%	0%	-3%	-2%	.	-6%	-7%	-19	0%	26%
CSc1nc2ccccc2n1CC(=O)Nc1c(C)n(C)n(-c2ccccc2)c1=O	-1%	2%	0%	2%	-3%	2%	-1%	-7%	-9	0%	2%
CCOc1ccc(Nc2nc(N)nc(CN(C)C3CCCCC3)n2)cc1	8%	2%	2%	16%	-3%	1%	0%	-13%	11	1%	-5%
COc1ccc(/C=N/NC(=O)c2ccn[nH]2)cc1COc1ccc(Cl)cc1	-59%	?	-1%	-16%	8%	?	-4%	-2%	10	-3%	34%
O=C(CN1CCN(S(=O)(=O)c2ccccc2)CC1)NCc1ccccc1	2%	5%	-1%	.	.	-8%	6%	0%	-3	3%	.
Cc1onc(-c2ccccc2)c1C(=O)Nc1nc(-c2ccc(F)c(F)c2)cs1	-26%	-15%	20%	-1%	12%	?	-3%	5%	-17	-1%	0%
COc1ccc(-c2[nH]ncc2CN(Cc2nccn2C)C(C)C)c(F)c1	-1%	2%	-1%	15%	3%	?	4%	10%	15	-8%	1%
COc1ccc(/C=C/C(=O)Nc2ccccc2)cc1S(=O)(=O)N1CCOCC1	6%	1%	-9%	6%	-2%	.	-2%	-4%	-7	1%	16%
COc1ccc(C(=O)NCc2nnc(SC)n2Cc2ccccc2)cc1	5%	1%	-1%	-2%	4%	-21%	0%	2%	-14	-5%	10%
O=C(NCCCN1CCN(c2cccc(Cl)c2)CC1)C1CCC(=O)N1Cc1ccccc1Cl (stereo not drawn)	-32%	4%	3%	-7%	-10%	0%	2%	2%	-5	-3%	26%
Nc1c([N+](=O)[O-])cc(-c2cnc[nH]2)cc1[N+](=O)[O-]	-13%	-4%	0%	-7%	3%	6%	3%	0%	0	-4%	-1%
COc1ccccc1-n1c(SCC(=O)N2CCOCC2)nc(O)c(Cc2ccccc2)c1=O	1%	0%	1%	2%	3%	1%	-5%	1%	-6	-3%	5%
CN(C)C(=O)c1c2c(nc3ccccc13)CCCC2	-5%	7%	-7%	13%	-1%	1%	-2%	-2%	0	0%	-8%
O=C(O)CSc1nnc(COc2cccc3cccnc23)n1-c1ccc(Cl)cc1	0%	1%	-2%	1%	11%	-2%	-1%	-6%	11	-3%	-16%
CCN1C(=O)N(c2cccc3ccccc23)C(C)=CC1(C)C	-9%	-7%	-2%	-2%	2%	-29%	0%	-6%	0	0%	23%
CCCCc1ccc(NC(=O)CSc2nc(=O)n3cc(C)ccc3n2)cc1	-25%	-4%	0%	.	-3%	.	.	-7%	-4	0%	.
O=C1NC(=Nc2ccccc2)S/C1=C\c1cccnc1	42%	?	6%	1%	-4%	.	-2%	-1%	3	2%	21%
CC(C)(C)NC(=O)C(c1ccco1)N(Cc1ccc2c(c1)OCO2)C(=O)c1snc(C(N)=O)c1N (stereo not drawn)	-13%	0%	-6%	4%	-7%	3%	-8%	-5%	1	1%	?
CCOC(=O)/C=C1\SCC(=O)N1Cc1ccc(Br)cc1	-13%	1%	3%	-26%	-15%	-7%	-6%	-2%	13	-1%	23%
COc1cc(CN(C)CC2CCCN(CCc3ccc(F)cc3)C2)c(Cl)cc1O (stereo not drawn)	21%	10%	-4%	1%	.	2%	4%	-1%	-9	1%	1%
CCn1cc(C(=O)N[C@@H](CCSC)C(=O)NCCN2CCOCC2)c(=O)c2cc3c(cc21)OCO3	6%	-1%	7%	0%	3%	.	.	4%	-10	-1%	-1%
COc1ccc(NC(=O)c2cc([N+](=O)[O-])nn2Cc2ccccc2)c(C)c1	8%	-14%	3%	16%	2%	-7%	-9%	-1%	-16	-1%	-9%
COc1cccc(C(=O)OCC(=O)Nc2nnc(-c3ccccc3)o2)c1	19%	2%	-5%	.	10%	.	.	0%	-17	8%	.
COc1ccc(N(C(=O)c2ccc(Br)o2)C2C=CS(=O)(=O)C2)c(OC)c1 (stereo not drawn)	-12%	2%	-13%	5%	-3%	-9%	6%	0%	7	-4%	2%
CN(Cc1nc2ccccc2c(=O)[nH]1)Cc1cc(=O)oc2ccc3ccccc3c12	3%	-1%	-6%	-11%	-1%	-10%	4%	-2%	5	2%	-41%
COCCSc1ccccc1C(=O)N1CCCC1	45%	1%	2%	2%	3%	0%	-8%	0%	-12	-3%	0%
C=CCN1C(=O)CS/C1=N\S(=O)(=O)c1ccc(Cl)cc1	-12%	9%	-2%	14%	-1%	-2%	19%	-3%	12	1%	-1%

The list is partial. The share of hits here may be higher or lower than overall.
